5HT1E antag: antagonists of human 5-HT1E serotonin receptor; inhibition, % at 6 µM; AID 571; P28566; 65,000 tested, 0.99% active; CHO 5-HT1E Ga15 NFAT-bla reporter, FRET, antagonist;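 active means inhibition above a set limit, the mean inhibition across every tested compound plus 3 SD, cut at about 29% in these data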;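 further: signal is the 460 over 535 nm emission ratio of beta-lactamase substrate; 0% = agonist plus DMSO wells and 100% = wells without agonist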
Target sequence (P28566 whole entry, looked up): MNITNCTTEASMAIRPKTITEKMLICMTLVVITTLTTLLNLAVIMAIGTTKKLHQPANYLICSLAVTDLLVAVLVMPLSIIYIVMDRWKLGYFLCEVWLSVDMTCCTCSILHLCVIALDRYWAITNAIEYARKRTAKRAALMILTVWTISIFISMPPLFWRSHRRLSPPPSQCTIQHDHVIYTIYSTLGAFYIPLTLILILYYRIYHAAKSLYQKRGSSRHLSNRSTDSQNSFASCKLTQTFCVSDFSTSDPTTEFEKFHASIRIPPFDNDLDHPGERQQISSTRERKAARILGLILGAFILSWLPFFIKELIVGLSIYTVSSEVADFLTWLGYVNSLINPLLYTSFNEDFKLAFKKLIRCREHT
MMP13 inh: inhibitors of human MMP13 | inhibition, % at 4 µM | P45452 | 65,000 tested, 0.07% active | MMP-13 fTHP FRET cleavage, Mca fluorescence | AID 570;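 active means inhibition above the mean of compound-free control plate wells plus 3 SD, cut at about 14% in these data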;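 further: 0% = DMSO wells and 100% = wells with reference MMP-13 inhibitor after basal subtraction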
5HT1a antag: antagonists of human 5-HT1a serotonin receptor | AID 612 | 62,000 tested, 0.68% active | inhibition, % at 10 µM | CHO 5-HT1a Ga15 NFAT-bla reporter, antagonist mode;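 active means inhibition above the mean of all tested compounds plus 3 SD, cut at about 43% in these data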;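 further: receptor stimulated by 5-CT agonist at 100 nM near EC80; beta-lactamase reporter measured by ratiometric fluorescence of a cleavable substrate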
Target sequence (P08908 whole entry, looked up): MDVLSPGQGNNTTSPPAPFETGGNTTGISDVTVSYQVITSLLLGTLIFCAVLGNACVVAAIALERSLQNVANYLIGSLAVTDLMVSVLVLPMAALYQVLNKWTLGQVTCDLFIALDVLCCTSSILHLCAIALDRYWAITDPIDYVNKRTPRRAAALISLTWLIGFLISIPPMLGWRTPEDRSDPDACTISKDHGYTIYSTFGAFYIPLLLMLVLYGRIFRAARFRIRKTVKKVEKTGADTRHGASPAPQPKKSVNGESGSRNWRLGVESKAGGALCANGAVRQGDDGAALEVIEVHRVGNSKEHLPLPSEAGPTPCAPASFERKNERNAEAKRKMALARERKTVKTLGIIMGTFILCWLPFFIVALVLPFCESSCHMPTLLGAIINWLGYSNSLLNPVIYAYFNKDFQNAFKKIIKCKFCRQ
HTR1E agonist: agonists of human 5-HT1E serotonin receptor; CHO 5-HT1E Ga15 NFAT-bla reporter, FRET; 0% DMSO wells, 100% control agonist wells; activation, % at 6 µM; 65,000 tested, 0.69% active;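 active means activation above a set limit, the screen-wide mean activation plus 3 SD, cut at about 8.5% in these data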;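 further: 100% = positive control agonist at 1 µM giving full maximal response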
HTR1A agonist: activates the human 5-HT1a serotonin receptor; AID 567; activation, % at 10 µM; 65,000 tested, 0.56% active; CHO 5-HT1a Ga15 NFAT-bla reporter, FRET ratio; 0% basal, 100% maximal reference agonist; P08908;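 active means activation above the screen-wide mean activation plus 3 SD, cut at about 19% in these data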;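 further: 0% = DMSO wells and 100% = 5-CT at EC100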
RORA act: activators of human nuclear receptor RORA. CHO-K1 Gal4-RORA LBD luciferase reporter, luminescence; percent increase over mock-subtracted basal signal. activation, % at 10 µM. 65,000 tested, 1.5% active. P35398;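 active means activation above the mean of all tested compounds plus 3 SD, cut at about 49% in these data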;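 further: 0% = DMSO-treated RORA cells and 100% = added signal equal to DMSO minus mock-transfected cells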
SF-1 act: SF-1 (human) activation. 65,000 tested, 1.9% active. CHO-K1 Gal4-SF-1 LBD luciferase reporter; % increase over DMSO SF-1-specific signal. Q13285. activation, % at 10 µM;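 active means activation above the mean activation of all tested compounds plus 3 SD, cut at about 50% in these data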
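Assay system – CHO-K1 cells with Gal4–hSF-1 LBD chimera plus Gal4-driven luciferase · Quantity – 4,000 cells per well · Times – compound added 1 h post-seeding, 20 h exposure at 37 °C, 5% CO2 · Measured by – luciferase light emission · Benchmarks – DMSO and mock-transfected background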
tolC growth inh: blocks growth of E. coli BW25113 tolC mutant; OD615; growth inhibition, % at 10 µM (by protocol); 65,000 tested, 2.2% active; AID 573;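 active means growth inhibition at or above a cutoff equal to the mean over every tested compound plus 3 SD, cut at about 60% in these data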;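 further: growth measured after 20 h incubation at 37 °C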
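Test system: E. coli BW25113 ΔtolC::kan bacteria; incubation: 37 °C, 20 h exposure; medium: LB broth supplemented with 50 µg/mL kanamycin; read-out basis: percent growth inhibition; signal: A615 absorbance measurement; compound: 10 µM final, single dose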
NADH coupling: inhibitors of enzymes used to reach an NAD/NADH endpoint; coupled PK/LDH NADH assays, four targets; IC50, µM (series often up to 10 µM), without a hit: at the highest dose inhibition; 65,000 tested, 0.02% active;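 active means single-dose screening hits from any of four coupled enzyme assays that gave an IC50 when retested across doses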;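 further: the DPM-DC format reads NADH fluorescence rather than 340 nm absorbance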
* hit, by the source's call; [ ] = remark or other dose. Compounds as they come; 7.2% or so of the library scored in one or more.

structure	5HT1E antag	MMP13 inh	5HT1a antag	HTR1E agonist	HTR1A agonist	RORA act	SF-1 act	tolC growth inh	NADH coupling
FC(F)(F)c1nnc2ccc(N3CCOCC3)nn12	2	4	-13	0.2	-1.4	-7	-8	-15	6%
O=C(NC1CCS(=O)(=O)C1)c1cnccn1 (centres undefined)	0	-2	-3	-0.2	-1.5	-11	-12	-19	1%
CCOC(=O)N1CCN(Cc2nc(-c3ccc(OC)cc3)no2)CC1	-8	1	-6	-0.7	-1.8	-6	-2	6	8%
CC(C)c1ccc(C(=O)CSc2ncn[nH]2)cc1	0	4	8	-1.2	0.6	53*	53*	-4	4%
COc1ccc(OC)c(S(=O)(=O)Nc2ccc3oc4c(c3c2)C(=O)CCC4)c1	27	1	-1	-1.1	-2.9	-11	-15	40	6%
Cc1cc(C)nc(SCc2nc(N)nc(-c3ccccc3O)n2)n1	23	1	4	-0.6	1.4	-6	25	14	5%
O=C(O)c1ccccc1NCc1ccncc1	4	-26	-4	-0.1	-4.4	-4	6	-10	8%
COc1ccc(S(=O)(=O)N2CCN(c3ncnc4c(-c5ccccc5)nsc34)CC2)cc1	11	2	5	-0.4	-2.3	-1	-23	-9	4%
CCOC(=O)c1c(C)oc(/N=C/c2ccccc2O)c1C#N	12	-1	11	-1.3	-5.8	-13	9	-43	2%
COc1cccc(NC(=O)c2nc3ncccn3n2)c1	-2	5	-7	-1.5	-1.4	-10	10	-17	4%
Cc1ccccc1C(=O)c1cccn1CC(=O)NCc1ccco1	-1	-11	20	-1.3	-5.5	-1	11	2	6%
COc1ccc(Cl)cc1S(=O)(=O)N1CCN(C(=O)c2ccco2)CC1	-8	4	-10	1.0	-0.3	-10	5	6	10%
COc1cccc(-c2nnc3n2N=C(C(C)(C)C)CS3)c1	51*	1	76*	-0.7	-1.1	-62	-39	10	11%
Cc1ccc(C2C(=O)N(C3CCCC3)CC(=O)N2CC2COc3ccccc3O2)cc1 (centres undefined)	20	2	2	-1.7	-1.8	19	-1	20	5%
CCc1ccc(NC(=O)NCCN2CCc3ccccc3C2)cc1	2	-4	3	-1.3	-2.7	10	10	14	1%
N#Cc1ccc(C23CC4CC(CC(C4)C2)C3)[nH]c1=O	-2	-6	-13	2.0	-0.9	5	17	-6	10%
O=C(CSc1nc2ccccc2[nH]1)N1CCCCC1	-5	1	-2	-0.7	-1.3	52*	48	-4	2%
CC1CCN(c2ccc(C(=O)O)cc2N)CC1	0	-3	3	0.2	-1.8	-14	20	-13	11%
CCOC(=O)CNC(=O)C1CCCN(c2ncccn2)C1 (centres undefined)	10	-4	2	-1.5	-2.2	-16	-2	-27	4%
COc1ccccc1-c1nnc(NC(=O)c2ccc(S(=O)(=O)N(C)Cc3ccccc3)cc2)o1	9	0	-14	0.1	0.7	-31	-42	95*	5%[fluoresces]
CCOC(=O)c1ccc(NC(=O)CC2COc3ccccc3O2)cc1 (centres undefined)	0	-3	-7	0.2	0.9	-2	6	43	3%
CCOc1ccccc1-c1nc(-c2ccc(NC(=O)Cc3ccc(OC)cc3)cc2)no1	-7	-2	6	4.1	5.2	12	-7	-8	3%
CCCC(=O)Nc1cc2c(cc1C(=O)c1ccccc1)OCCO2	-4	3	13	-0.1	-5.9	-14	5	3	7%
Cc1ccc(NCC(O)C(O)C(O)CO)cc1C (centres undefined)	6	-4	-4	0.4	-0.2	1	-12	-11	2%
CC(=O)OCCCCON1C(=O)c2ccccc2C1=O	3	0	7	-1.5	-0.5	-14	10	-10	7%
CC(C)(C)c1csc(NC(=O)Cn2c(=O)oc3ccccc32)n1	9	5	25	-1.9	-2.2	-15	-6	57	3%
CCOC(=O)c1sc(=NC(=O)c2cc(OC)c(OC)c(OC)c2)n(C)c1C	5	5	1	-0.2	-1.5	4	7	6	8%[fluoresces]
Cc1nc(S(=O)(=O)N2CCOCC2)c(C#N)c(C)c1Cl	0	0	-14	-0.8	0.2	-4	-19	-18	2%
O=C(c1ccc2snnc2c1)N1CCN(c2ccccn2)CC1	-2	1	1	-0.6	-2.0	-3	15	-4	4%
O=C(CN1CCCN(Cc2ccc(F)cc2Cl)C1=O)NCc1ccccc1	-9	2	-7	0.2	-0.9	-3	-11	-19	3%
CCOc1nc(N(C)C)nc(-n2nnc(C(C)=O)c2C)n1	6	-4	-8	-0.5	-1.4	3	-20	-17	6%
O=C(O)C1Nc2c(O)cccc2C2C=CCC12 (centres undefined)	10	11	3	0.4	-2.6	-3	-2	-15	6%
N#Cc1c(NC(=O)CCn2cnc3ccccc3c2=O)oc(-c2ccccc2)c1-c1ccccc1	11	-5	18	-0.3	4.2	-10	4	46	8%
O=C(CSc1nnc(-c2cccs2)n1Cc1ccco1)c1ccc2c(c1)OCO2	12	6	31	-1.3	-0.5	-1	5	32	0%
CCOC(=O)C1=C(C)NC2=C(C(=O)CCC2)C1c1ccsc1 (centres undefined)	-6	-9	-6	-0.4	-0.9	-14	-8	-13	10%
Cc1cc(N2CCCCC2)nc(SCc2ccc(C#N)cc2)n1	5	-8	2	-0.1	-2.6	-1	-8	78*	11%
O=C(NCCN1CCN(c2ccccc2F)CC1)C1CC(=O)N(C2CCCC2)C1 (centres undefined)	2	-1	7	0.3	0.5	6	-5	-18	5%
CC12CCC(C(=O)NCC3CCCO3)(OC1=O)C2(C)C (centres undefined)	4	6	-12	-0.6	-1.6	-7	-18	-18	6%
CC1CCCCC1NC(=O)CSc1nnc(N)s1 (centres undefined)	-4	3	-14	0.1	0.4	8	-3	-10	6%
COc1cc(C(=O)N(Cc2ccccn2)CC2CCCO2)cc(OC)c1OC (centres undefined)	1	-1	0	-0.9	-0.3	19	5	-14	6%

For reference, some entries already given:
structure	5HT1E antag	MMP13 inh	5HT1a antag	HTR1E agonist	HTR1A agonist	RORA act	SF-1 act	tolC growth inh	NADH coupling
CCOC(=O)c1ccc(NC(=O)CC2COc3ccccc3O2)cc1 (centres undefined)	0	-3	-7	0.2	0.9	-2	6	43	3%
CCOc1ccccc1-c1nc(-c2ccc(NC(=O)Cc3ccc(OC)cc3)cc2)no1	-7	-2	6	4.1	5.2	12	-7	-8	3%
CCCC(=O)Nc1cc2c(cc1C(=O)c1ccccc1)OCCO2	-4	3	13	-0.1	-5.9	-14	5	3	7%
Cc1ccc(NCC(O)C(O)C(O)CO)cc1C (centres undefined)	6	-4	-4	0.4	-0.2	1	-12	-11	2%
CC(=O)OCCCCON1C(=O)c2ccccc2C1=O	3	0	7	-1.5	-0.5	-14	10	-10	7%
CC(C)(C)c1csc(NC(=O)Cn2c(=O)oc3ccccc32)n1	9	5	25	-1.9	-2.2	-15	-6	57	3%
CCOC(=O)c1sc(=NC(=O)c2cc(OC)c(OC)c(OC)c2)n(C)c1C	5	5	1	-0.2	-1.5	4	7	6	8%[fluoresces]
Cc1nc(S(=O)(=O)N2CCOCC2)c(C#N)c(C)c1Cl	0	0	-14	-0.8	0.2	-4	-19	-18	2%
O=C(c1ccc2snnc2c1)N1CCN(c2ccccn2)CC1	-2	1	1	-0.6	-2.0	-3	15	-4	4%
O=C(CN1CCCN(Cc2ccc(F)cc2Cl)C1=O)NCc1ccccc1	-9	2	-7	0.2	-0.9	-3	-11	-19	3%
CCOc1nc(N(C)C)nc(-n2nnc(C(C)=O)c2C)n1	6	-4	-8	-0.5	-1.4	3	-20	-17	6%
O=C(O)C1Nc2c(O)cccc2C2C=CCC12 (centres undefined)	10	11	3	0.4	-2.6	-3	-2	-15	6%
N#Cc1c(NC(=O)CCn2cnc3ccccc3c2=O)oc(-c2ccccc2)c1-c1ccccc1	11	-5	18	-0.3	4.2	-10	4	46	8%

The results go on:
structure	5HT1E antag	MMP13 inh	5HT1a antag	HTR1E agonist	HTR1A agonist	RORA act	SF-1 act	tolC growth inh	NADH coupling
O=C(NCCSc1ccccc1)c1ccco1	1	-3	4	-0.8	-1.3	37	41	7	5%
Nc1nnc(CC(=O)NCc2ccccc2)s1	-7	2	4	1.1	-2.0	13	-17	-16	3%
CCn1c(SCC(=O)N2CCOCC2)nc2oc3c(Cl)cc(Cl)cc3c(=O)c2c1=O	-10	-2	2	0.0	0.2	-41	-14	18	1%
CCOC(=O)CSc1nc2ccccc2c(=O)n1NC(=O)c1ccccc1	-3	0	6	0.2	-3.4	2	56*	13	3%
O=C1CN(C(=O)CSc2nncn2-c2ccccc2)c2ccccc2N1	-2	3	9	-0.1	-3.0	-15	2	-12	5%
COc1ccc(C/C(N)=N/n2cnnc2)cc1Cl	1	2	0	-0.2	0.9	-1	-5	-6	0%
NS(=O)(=O)c1ccc(CNC(=O)NC23CC4CC(CC(C4)C2)C3)cc1	0	5	-4	0.2	-0.4	-20	-5	13	2%
COC(=O)c1cc(OC)c(OC)cc1NC(=O)c1c(-c2ccccc2)noc1C	1	-5	20	1.1	0.7	7	-10	33	8%
COc1ccccc1N(CC(=O)NC1CCCC1)C(=O)c1csnn1	-2	-3	0	-0.6	-1.3	34	6	-10	1%
O=C(NCc1ccccn1)NC12CC3CC(CC(C3)C1)C2	0	6	5	-1.1	0.4	-13	4	9	1%
CCOC(=O)c1cnn(-c2ncnc3sc4c(c23)CCC4)c1N	-2	5	2	0.6	2.7	5	-4	-11	5%
N#C/C(C(=O)c1ccccc1)=C1/SC=C(N)N1c1ccccc1	0	-4	3	-0.6	-0.1	31	13	10	10%
C=C(C)Cn1c(SCCCO)nc2c1c(=O)[nH]c(=O)n2C	5	6	-4	0.9	-1.1	5	-10	3	7%
Oc1c(C(c2cccs2)N2CCN(c3ccc(F)cc3)CC2)sc2ncnn12 (centres undefined)	-14	3	-27	1.1	1.4	24	22	15	6%
COC(=O)c1cnn(C(=O)c2cc(OC)ccc2Br)c1N	2	4	-8	-0.5	-3.4	-7	-4	-10	10%
COc1ccc(-c2c3c(=O)n(C)c(=O)n(C)c3cn2Cc2ccccn2)cc1	-12	-7	-16	0.7	0.8	2	1	5	4%
CC1CCN(CCCNC(=O)Cc2c(C(=O)O)n(C)c3ccccc23)CC1	-6	3	7	-0.1	1.8	21	-6	-5	3%
CCN(CC)S(=O)(=O)c1ccc2c(c1)c(=O)c(C(=O)N1CCOCC1)cn2C	-14	-1	-14	0.9	0.0	-10	-7	-14	6%
N#Cc1cn(-c2ccccc2)nc1-c1ccc2c(c1)OCCO2	-2	-22	-6	1.6	1.6	62*	55*	-3	2%
OC(COCc1ccccc1)CN1CCCC1 (centres undefined)	-6	-4	-3	-0.1	1.9	-19	0	-10	2%
O=C(Nc1cc(C(=O)N2CCCC2)ccc1N1CCCC1)c1ccccc1	-3	4	-9	0.5	1.3	0	-11	-10	9%

Source: PubChem BioAssay
